Screening results: PubChem BioAssay, National Center for Advancing Translational Sciences (NCATS)
Lamin A splicing: qHTS Assay for Modulators of Lamin A Splicing; HeLa LMNA splicing GFP/RFP minigene ratio, 48 h; Potency, µM (highest dose often 46.1 µM), without a hit: at the highest dose ratio change, negative = inhibition, most hits filed as inhibitors; 200,000 tested, 0.01% active; active = well fitted inhibition curve with a large enough effect in the signal ratio, with a control signal flat, not every such curve was filed as active; inconclusive = small, poorly fitted or top-dose-only effect, or effect the other way, or a change in a side signal; the % refers to the signal ratio; also: potency is read from the fitted curve at half-maximal effect; % is scaled to controls: 0 for no effect and ±100 for the full control effect
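Read-out is the ratio of GFP to DsRed2 object intensity, acquired by 488 nm laser-scanning cytometry on HeLa lamin A-EGFP minigene reporter cells. Compound incubation 48 hrs at 37 °C in Opti-MEM with 2% FBS; DMSO 0.5% final.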
aGlu spleen mod: qHTS Assay for Inhibitors and Activators of Human alpha-Glucosidase From Spleen Homogenate. human spleen homogenate, 4-MU-alpha-glucoside fluorescence. Potency, µM (highest dose often 79.9 µM), without a hit: at the top dose activity change, negative = inhibition, usual class: inhibitors. 240,000 tested, 0.006% active. AID 2112, 2009;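 also: potency is read from the fitted curve at half-maximal effect; 0% = enzyme with vehicle and -100% = no enzyme basal signal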
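Compounds were titrated against alpha-glucosidase in spleen homogenate at pH 5.0, with 1 mM 4-methylumbelliferyl substrate for 40 min at 37 C. Reactions were quenched with pH 10 NaOH/glycine and fluorescence measured.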
HTT aggregate: qHTS Multiplex Assay to Identify Dual Action Probes in a Cell Model of Huntington: Aggregate Formation (GFP); Potency, µM (titrated, usually from 46.1 µM), without a hit: at the highest dose activity change, negative = inhibition, hits mostly inhibitors; AID 1688, 2009; 220,000 tested, 1.1% active; PC12 HttQ103-GFP aggregates, Acumen cytometry, 40 h; also: potency is read from the fitted curve at half-maximal effect; % is scaled to controls: 0 for no effect and ±100 for the full control effect; nearly all actives have a fitted effect of over 60% in size
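Inducible Q103 Huntingtin exon 1–GFP PC12 line, 1500 cells/well in phenol red free DMEM with 5% equine and 5% calf serum. Tebufenozide 100 nM induced expression; compounds titrated; aggregates quantified by cytometry.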
GAA glycogen: qHTS Assay for Inhibitors and Activators of Human alpha-Glucosidase Cleavage of Glycogen; Lysosomal alpha-glucosidase (Homo sapiens), P10253; recombinant GAA, glycogen substrate, Amplex Red glucose oxidase fluorescence; Potency, µM (doses to about 76.4 µM), without a hit: at the highest dose activity change, negative = inhibition, hits mostly inhibitors; 300,000 tested, 0.38% active; AID 2100, 2009;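 also: potency is read from the fitted curve at half-maximal effect; 0% = full enzyme reaction and -100% = no-enzyme basal signal; the screen sought inhibitors and activators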
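Natural-substrate format: glycogen cleavage by 4 nM human enzyme, glucose read by Amplex Red coupling (Ex 573, Em 610 nm). Normalized to enzyme and no-enzyme controls.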
GAA inh: qHTS Assay for Inhibitors of Human alpha-Glucosidase as a Potential Chaperone Treatment of Pompe Disease | Lysosomal alpha-glucosidase (Homo sapiens), P10253 | purified human GAA, 4-MU-alpha-glucoside fluorescence | Potency, µM (titrated, usually from 76.9 µM), inactives show at the highest dose activity change, negative = inhibition, actives largely listed as inhibitors | 200,000 tested, 0.005% active | AID 1466, 2008;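 also: potency is read from the fitted curve at half-maximal effect; plate controls were uninhibited enzyme wells for no effect and no-enzyme background for full effect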
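Activity normalized between no-enzyme (basal) and enzyme-only wells. Conditions: 4 nM human enzyme, 400 uM fluorogenic substrate, citrate/phosphate pH 5.0 with Tween-20, 20 min room temperature, compounds up to 77 uM.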
HTT cytoprotect: qHTS Multiplex Assay to Identify Dual Action Probes in a Cell Model of Huntington: Cytoprotection (ATP). PC12 HTT-Q103 induced, cytoprotection, ATP luminescence, 40 h. Potency, µM (series often up to 56.4 µM), for the others: cytoprotection (ATP increase), usual class: activators. 230,000 tested, 0.14% active;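 also: potency is read from the fitted curve at half-maximal effect; % of control where 0% means no effect; nearly all actives have a fitted effect of over 45% in size; toxic huntingtin expression switched on by the ecdysone agonist tebufenozide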
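Stable PC12 Q103-GFP cells in serum-supplemented, phenol red-free DMEM; induction by tebufenozide at 100 nM final; compound dose series; cell viability quantified luminescently from ATP.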
CBFb-RUNX1 inh: qHTS Assay for Compounds Blocking the Interaction Between CBF-beta and RUNX1 for the Treatment of Acute Myeloid Leukemia; Runt-related transcription factor 1 (Homo sapiens) + Core-binding factor subunit beta …; 230,000 tested, under 10 active; Potency, µM (doses to about 59.8 µM), for the others: top-dose activity, negative = inhibition, actives largely listed as inhibitors; AlphaScreen CBFb-His/RUNX1-biotin binding, biochemical; also: % of control where 0% means no effect
Target sequence (Q01196 whole entry, looked up): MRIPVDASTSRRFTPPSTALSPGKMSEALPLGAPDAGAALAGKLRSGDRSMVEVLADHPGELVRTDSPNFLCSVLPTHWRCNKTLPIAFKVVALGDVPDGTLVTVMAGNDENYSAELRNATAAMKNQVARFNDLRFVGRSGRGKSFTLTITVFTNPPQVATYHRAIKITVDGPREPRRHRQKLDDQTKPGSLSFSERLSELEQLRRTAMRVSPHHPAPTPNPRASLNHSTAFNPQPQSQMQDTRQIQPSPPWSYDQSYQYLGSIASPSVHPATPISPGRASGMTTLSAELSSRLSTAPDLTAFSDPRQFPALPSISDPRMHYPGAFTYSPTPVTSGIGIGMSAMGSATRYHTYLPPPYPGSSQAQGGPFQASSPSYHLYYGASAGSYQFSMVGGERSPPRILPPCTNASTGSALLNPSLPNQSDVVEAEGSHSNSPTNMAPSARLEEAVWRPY
Target sequence (Q13951 whole entry, looked up): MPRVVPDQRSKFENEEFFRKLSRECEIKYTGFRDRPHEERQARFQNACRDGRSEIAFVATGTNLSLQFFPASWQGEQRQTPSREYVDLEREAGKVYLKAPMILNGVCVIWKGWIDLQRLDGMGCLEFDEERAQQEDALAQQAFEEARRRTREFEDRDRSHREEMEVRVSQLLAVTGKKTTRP
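Inhibition was taken as any reduction in AlphaScreen signal from the CBF-beta–RUNX1 pair (His and biotin tags, 30 nM each), measured after compound (15 min) and bead (90 min) incubations at room temperature.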
An asterisk follows results filed as active; ? = inconclusive; . = no result given; & = joins results of further samples; [ ] = dose if it differs, or a comment. Unless noted, calls follow the shape of the dose curve; as a rule, active = well fitted curve in the direction sought with a large enough effect; inconclusive = small, poorly fitted or top-dose-only effect, or another doubt; inactive = no such curve, though single readings can be large; an effect the other way counts as inactive or inconclusive. Not a hit list; overall some 1.5% were active at least once.

SMILES	Lamin A splicing	aGlu spleen mod	HTT aggregate	GAA glycogen	GAA inh	HTT cytoprotect	CBFb-RUNX1 inh
Cc1c(NC(=O)c2cc3nc(-c4ccccc4)cc(C)n3n2)c(=O)n(-c2ccccc2)n1C	-11.5%	-6.4%	-5.7%	5.9%	-5.5%	-19.8%	-4.4%
O=C(NN=C1CCCC1)c1ccccc1OCc1ccc(Cl)cc1	.	-4.8%	-4.5%	-4.7%	1.2%	-12.0%	12.2%
Cc1ccc(C(=O)OCc2cn(-c3ccccc3)nn2)cc1	6.5%[46 µM]	-1.6%	-14.4%	-13.7%	6.2%	4.7%[10 µM]	3.9%
Cc1cc(C)c2cc(C)c3nnc(SCC(=O)NCc4ccc5c(c4)OCO5)n3c2c1	-4.8%	-3.2%	7.7%	-11.0%	-2.7%	-25.6%	-3.0%
COC(=O)CNC(=O)COC(=O)c1cc(SC)ccc1Cl	11.5%[46 µM]	1.0%	31.9%	1.6%	-0.5%	14.0%[10 µM]	-1.7%
COc1ccc(/C=N/NC(=O)c2sc(C)nc2C)cc1	3.1%[46 µM]	-12.9%	2.2%	-8.0%	7.8%	-10.8%	0.3%
CC(=O)c1sccc1NC(=O)CC(C)(C)CC(=O)O	.	0.2%	16.7%[9.22 µM]	-1.7%	.	-14.1%[10 µM]	6.4%
O=C(c1ccc2snnc2c1)N1CCCC1	-2.9%	-1.9%	4.2%	7.7%	-0.7%	-6.4%	5.0%
CCC(Sc1nc(C)cc(C)n1)C(=O)O (stereo not drawn)	5.2%	-10.8%	-15.8%	8.0%	-1.0%	-9.5%	5.2%
COc1ccc(N2CCN(C(=O)CSc3nnc(C)c(=O)[nH]3)CC2)cc1	-2.4%	-4.6%	-1.2%	-8.3%	2.7%	12.9%	11.1%
Cc1cccc(NC(=O)C2CCCN(S(=O)(=O)c3c(C)nn(C)c3C)C2)n1 (stereo not drawn)	?	6.7%	-26.6%	2.4%	-3.6%	-12.3%[10 µM]	5.7%
OCCSc1nc2ccccc2n1CCOc1ccccc1	-5.1%	-0.2%	-6.4%	9.3%	-1.6%	-3.7%	-3.1%
O=C(c1cc2ccccn2n1)N1CCCC1	-5.5%	4.8%	10.2%	12.4%	-6.1%	-8.8%	3.6%
CCCN(CCC)S(=O)(=O)c1ccc(C(=O)N2CC3CCC(CC3)C2)cc1	?	3.0%	13.9%[9.22 µM]	0.0%	-10.4%	-0.9%[10 µM]	5.9%
Nc1ccc(Nc2nc(-c3ccncc3)cs2)cc1	?	1.0%	?	14.1µM*	-6.3%	-23.4%	-20.0%
O=C(O)CN1CCN(Cc2ccc(Cl)cc2)C1=O	-0.5%	1.3%	12.3%	9.4%	-9.7%	.	18.8%
COc1ccc(CC(=O)NNc2ncnc3c2cnn3C)cc1	10.0%	-2.0%	1.6%	-22.4%	1.8%	-2.2%[10 µM]	-8.1%
CN(C)C(/C=C/Nc1ccc(F)cc1)=C(C#N)C#N	2.9%	-4.9%	-2.5%	-1.6%	2.9%	32.1%	2.0%
C/C(=N\Nc1ccc(C(F)(F)F)cc1[N+](=O)[O-])C1CC1	-7.6%	-7.9%	6.3%	8.4%	2.4%	.	7.0%
Cc1nc(NC2=NCN(CCc3ccccc3)CN2)nc2ccccc12	-26.5%	2.7%	-10.6%	15.5%	?	-14.1%	0.3%
CCOC(=O)c1ccccc1NC(=S)N1CCC(N2CCCCC2)CC1	-5.3%	2.2%	-17.3%	-10.7%	0.7%	.	4.1%
COc1ccc(C2=Nn3c(nnc3-c3ccccc3OC)SC2)cc1OC	?	?	?	4.0%	-1.6%	-104.1%[inhibitor]	-2.4%&0.5%
Cc1c(CCO)c(=O)[nH]n1S(=O)(=O)c1ccccc1	.	-5.7%	6.0%	1.4%	-14.2%	9.7%	8.0%
COc1ccc(COC(=O)N/N=C2/C[C@@H](O)[C@@H](O)[C@@H]3[C@H]4C(=O)N(c5ccc(F)cc5F)C(=O)[C@@H]4CC[C@@H]23)cc1	.	1.6%[17.4 µM]	.	.	.	-30.5%[inhibitor][10 µM]	0.5%[13.1 µM]
COCCNC(=O)C(=O)Nc1cccc(Br)c1	-8.7%	2.9%	-20.3%	-2.3%	-7.6%	7.4%	5.0%

(continued)
SMILES	Lamin A splicing	aGlu spleen mod	HTT aggregate	GAA glycogen	GAA inh	HTT cytoprotect	CBFb-RUNX1 inh
COc1ccc(NC(=O)CCCC2=NS(=O)(=O)c3ccccc3N2)cc1	8.0%	-1.1%	-8.3%	4.0%	1.7%	-3.5%	5.3%[2.36 µM]
Cn1c(NC(=O)c2ccco2)c(-c2ccc(Cl)cc2)c(=O)c2ccccc21	-8.2%	-6.8%	18.4%	1.9%	-12.9%	-8.7%	-6.5%
CCOC(=O)c1c(NC(=O)CSc2nnc(CNc3ccc(OC)cc3)n2C)sc(C)c1C	0.5%	-2.4%	3.3%	-26.4%	-8.2%	-11.9%	-17.3%
COc1cc(/C=N/N=C(\N)c2nonc2N)cc(OC)c1OC	.	0.6%	2.7%	-29.6%	-4.4%	-29.9%	-2.5%
O=C(c1cccs1)N1CCN(C(=O)C2CCCO2)CC1 (stereo not drawn)	-0.8%	-8.5%	0.4%	3.7%	1.8%	29.7%[10 µM]	-2.1%
Cc1cc(SC2CCOC2=O)nc2ccccc12 (stereo not drawn)	1.7%[9.22 µM]	1.9%	6.6%	-12.6%	10.1%	3.2%[10 µM]	-3.4%
CC(C)(C)c1ccc(N2C(=O)Cc3c2nc(N)c(C#N)c3N)cc1	-1.9%	7.5%	20.9%	-11.5%	-1.0%	-4.6%	-3.9%
COc1ccc2cc(C(N)=O)c(=Nc3ccc(C)cc3)oc2c1	?	.	?	6.7%	5.2%	-30.4%[inhibitor]	-2.8%
O=C(Nc1ccc(NC(=O)c2cccs2)cc1)c1cccnc1	.	-2.6%	-12.3%	-4.8%	4.1%	6.4%[10 µM]	10.0%
CCCCn1c(CCC(=O)O)nc2cc(S(=O)(=O)N(CC)CC)ccc21	.	-9.5%	-3.0%[9.22 µM]	3.1%	.	8.6%[10 µM]	-4.9%
COc1ccc(Cc2nnc(NC(=O)c3ccco3)s2)cc1OC	-3.6%	-3.7%	29.7%	-2.5%	-14.2%	-15.9%	4.0%
O=C(CN1CCCCCC1)Nc1cc(C(F)(F)F)ccc1Cl	.	.	13.8%	1.8%	-10.9%	-1.4%	26.1%
O=C(CSc1nc(C2CC2)nc2ccccc12)N1c2ccccc2Sc2ccc(C(F)(F)F)cc21	5.2%	-13.3%	10.3%	-7.1%	-3.0%	16.9%[10 µM]	8.8%
CCOC(=O)c1ccc(CN(Cc2ccc(C)cc2)S(=O)(=O)c2cccc([N+](=O)[O-])c2)cc1	4.4%	-7.4%	27.8%	-9.4%	0.7%	.	5.6%
CCc1ccccc1NC(=O)NC1CC2CCC(C1)N2Cc1cccs1 (stereo not drawn)	-3.9%	-3.6%	1.9%	9.3%	?	2.1%	1.1%
Cc1c(NC(=O)c2ccc3c(c2)OCO3)c(=O)n(-c2ccccc2)n1C	-4.0%	-18.6%	-4.9%	3.9%	-4.2%	-5.0%[10 µM]	9.6%
N#C/C(=C\Nc1ccccc1O)c1nc2ccccc2o1	?	-14.2%	5.62µM*	-11.6%	-0.4%	-26.7%[10 µM]	6.7%
CCO[C@@H]1OC(C(=O)Nc2ccccc2)=C[C@H](C2CC2)[C@H]1CCCO	.	0.1%	-8.0%[9.22 µM]	11.3%	.	-10.4%[10 µM]	11.2%
Cc1nn(C)cc1S(=O)(=O)Nc1ccc2c(c1)OCCO2	?	-5.0%	-16.5%[9.22 µM]	1.3%	-7.0%	-28.3%	1.2%
Cc1ccc(CNC(=O)C(=O)NCC2OCCN2C(=O)c2cccs2)cc1 (stereo not drawn)	-7.0%	1.6%	20.6%	9.7%	-0.4%	4.2%[10 µM]	9.0%
CC(C)CC(C(=O)OCC(=O)Nc1cccc(Cl)c1)N1C(=O)C2CC=CCC2C1=O (stereo not drawn)	1.0%	-2.5%	24.9%	-17.0%	-9.9%	?	3.3%
COC(=O)CS(=O)(=O)c1nnc([C@H](Cc2ccccc2)NC(=O)OC(C)(C)C)o1	?	-4.0%	?	3.4%	-0.3%	7.8%[10 µM]	8.3%
COc1ccc(CCN2CC(O)=C(c3nc(C)cs3)C2=N)cc1OC	-4.7%	4.7%	-4.6%	1.9%	-1.4%	6.2%	4.6%
O=C(Nc1nnc(SCc2c(Cl)cccc2Cl)s1)c1ccc2ncsc2c1	.	-9.0%	10.8%	-6.4%	0.6%	-27.2%	26.1%
CC(C)C(=O)NC(=S)Nc1ccccc1F	-8.5%	-3.1%	5.2%	1.9%	5.2%	12.4%	1.7%
N=C1SC(CC(=O)Nc2ccc([N+](=O)[O-])cc2)C(=O)N1c1ccccc1 (stereo not drawn)	.	7.0%	7.9%[9.22 µM]	5.5%	3.0%[15.4 µM]	16.9%[10 µM]	-7.1%
O=C(NCc1ccco1)c1nn2c(C(F)(F)F)cc(-c3cccs3)nc2c1Cl	-4.8%	-11.4%	6.5%	8.8%	-3.1%	6.2%	2.9%
C=CCn1c(SCc2ccc(Cl)cc2)nc2cc(C(=O)N3CCC(C(N)=O)CC3)ccc2c1=O	3.4%	-0.7%	7.3%	5.7%	-2.3%	22.6%[10 µM]	4.5%

Another view of some results above:
Values in the order – Lamin A splicing | aGlu spleen mod | HTT aggregate | GAA glycogen | GAA inh | HTT cytoprotect | CBFb-RUNX1 inh
> O=C(CSc1nc(C2CC2)nc2ccccc12)N1c2ccccc2Sc2ccc(C(F)(F)F)cc21
  5.2% | -13.3% | 10.3% | -7.1% | -3.0% | 16.9%[10 µM] | 8.8%
> C=CCn1c(SCc2ccc(Cl)cc2)nc2cc(C(=O)N3CCC(C(N)=O)CC3)ccc2c1=O
  3.4% | -0.7% | 7.3% | 5.7% | -2.3% | 22.6%[10 µM] | 4.5%
> COc1ccc(CCN2CC(O)=C(c3nc(C)cs3)C2=N)cc1OC
  -4.7% | 4.7% | -4.6% | 1.9% | -1.4% | 6.2% | 4.6%
